GC-A act: GC-A (human) enzyme activation; activation, % at 10 µM; HEK293 GC-A cells, cGMP TR-FRET, EC30 ANP; 0% at EC30 ANP, 100% saturating ANP; AID 1671463; 370,000 tested, 0.14% active; in the data active = activation above about 40%
DAX1 inh-1: DAX1 (NR0B1) inhibition, primary screen; AID 652010; 370,000 tested, 1.1% active; HEK293T StAR-luciferase reporter, SF-1/DAX-1 repression relief; inhibition, % at 6.8 µM;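 active = inhibition above the mean over all tested compounds plus 3 SD, cut at about 3.6% in these data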;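 note: 0% = DAX-1 cells with DMSO and 100% = cells lacking DAX-1 with DMSO; higher inhibition means more luminescence from relief of DAX-1 repression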
hgDAF12 agonist: hgDAF-12 agonism, primary luciferase screen; HEK293 GAL4-hgDAF12 UAS-luciferase reporter, agonist luminescence; normalized to butyrate control; activation, % at 6.8 µM; 370,000 tested, 1.8% active; AID 687014;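 active = activation above a cutoff set at the mean of all screened compounds plus 3 SD, cut at about 10% in these data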;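 note: 0% = DMSO wells and 100% = sodium butyrate wells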
ADAM17 inh: inhibits human ADAM17 | recombinant ADAM17, EDANS/DABCYL FRET peptide cleavage | inhibition, % at 6.95 µM | 370,000 tested, 0.83% active;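 active = inhibition above the mean of compounds lying between control limits plus 3 SD, set per campaign, cut at about 8.5% in these data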;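 note: 0% = DMSO-only wells as the low control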
Target sequence (P78536 215-824 limits assumed): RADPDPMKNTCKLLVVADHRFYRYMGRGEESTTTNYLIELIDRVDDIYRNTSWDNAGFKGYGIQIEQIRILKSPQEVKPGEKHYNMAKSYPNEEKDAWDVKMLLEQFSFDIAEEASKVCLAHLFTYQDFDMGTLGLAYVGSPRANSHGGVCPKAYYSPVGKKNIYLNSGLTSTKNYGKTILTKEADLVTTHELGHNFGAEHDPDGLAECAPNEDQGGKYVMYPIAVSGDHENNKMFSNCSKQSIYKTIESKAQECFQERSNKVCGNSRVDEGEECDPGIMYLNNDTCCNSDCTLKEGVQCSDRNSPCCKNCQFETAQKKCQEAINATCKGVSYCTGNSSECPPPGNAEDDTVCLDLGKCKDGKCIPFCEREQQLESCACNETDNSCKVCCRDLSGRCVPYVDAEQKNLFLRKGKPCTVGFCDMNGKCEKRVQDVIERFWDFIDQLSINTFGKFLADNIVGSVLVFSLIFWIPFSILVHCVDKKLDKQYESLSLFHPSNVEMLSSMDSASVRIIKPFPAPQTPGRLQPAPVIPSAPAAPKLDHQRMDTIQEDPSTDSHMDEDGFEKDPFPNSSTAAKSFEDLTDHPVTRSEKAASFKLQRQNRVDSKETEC
SMARCA2 activ: activators of SMARCA2 function | MG213 cells, MMTV-luciferase reporter, dexamethasone, overnight | activation, % at 9.1 µM | 370,000 tested, 1% active | AID 652017; in the data active = activation above about 7.8%;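 note: 0% = vehicle wells and 100% = reference activator wells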
ssDAF12 agonist: S. stercoralis DAF-12 activation, primary screen; HEK293 ssDAF-12/GRIP1 lit1-tk-luc reporter, luminescence; % of 3 µM dafachronic acid response; activation, % at 6.8 µM; 370,000 tested, 1% active; AID 652126;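 active = activation above the mean over all tested compounds plus 3 SD, cut at about 0.9% in these data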;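 note: 0% = DMSO-only wells and 100% = 3 µM delta7-dafachronic acid wells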
DAX1 inh-2: NR0B1 (DAX1) inhibition; P51843; HEK293 Gal4-DAX1 luciferase reporter, luminescence; inhibition, % at 6.75 µM; 340,000 tested, 0.99% active; AID 504766;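 active = inhibition above the mean over all tested compounds plus 3 SD, cut at about 4.2% in these data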;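 note: 0% = DAX1-transfected cells with DMSO and 100% = empty-vector control cells with DMSO; inhibition shows as a rise in luminescence from relieved DAX1 repression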
Target sequence (P51843 207-470 limits assumed): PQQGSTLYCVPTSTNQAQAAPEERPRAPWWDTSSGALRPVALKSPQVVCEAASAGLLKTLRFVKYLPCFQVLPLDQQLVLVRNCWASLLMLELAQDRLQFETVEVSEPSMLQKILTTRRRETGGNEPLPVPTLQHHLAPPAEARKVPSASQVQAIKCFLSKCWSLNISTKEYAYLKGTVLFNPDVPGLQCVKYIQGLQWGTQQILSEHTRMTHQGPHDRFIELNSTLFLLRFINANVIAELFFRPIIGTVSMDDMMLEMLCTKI
GAA850 FXN act: frataxin GAA850 promoter activation; activation, % at 6 µM; 360,000 tested, 0.56% active; AID 540364; HEK293 lucGAA850 FXN promoter luciferase reporter, 24 h; percent of 10 µM SAHA response;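 active = activation above the average of all compounds screened plus 3 SD, cutoff fixed separately per campaign, cut at about 7.5% in these data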;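 note: 0% = DMSO wells and 100% = 10 µM SAHA wells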
PG9 Ab binder: binds the HIV-1 gp120 antibody PG9; inhibition, % at 6.7 µM; TR-FRET gp120-PG9 antibody binding; 360,000 tested, 0.43% active; in the data active = inhibition above about 8.5%
ADAM10 inh: ADAM10 inhibition, QFRET primary screen. 370,000 tested, 0.62% active. inhibition, % at 7 µM. recombinant ADAM10, EDANS/DABCYL FRET peptide cleavage, 3 h. AID 720582;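 active = inhibition above a per-campaign cutoff equal to the mean of compounds falling between control-based bounds plus 3 SD, cut at about 20% in these data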;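 note: 0% = DMSO wells while the 100% control is not disclosed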
hcDAF-12 act: activates DAF-12 receptor from parasite H. contortus. HEK293 hcDAF-12 lit1-tk-luc reporter, luminescence; 0% DMSO, 100% Δ7-dafachronic acid. AID 652067. activation, % at 6.8 µM. 370,000 tested, 1.4% active;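 active = activation above the mean of all tested compounds plus 3 SD, cut at about 5.5% in these data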;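 note: 100% = response to 3 µM Δ7-dafachronic acid high control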
* marks the source's active call; other numbers are inactive results; x = no result given.

SMILES	GC-A act	DAX1 inh-1	hgDAF12 agonist	ADAM17 inh	SMARCA2 activ	ssDAF12 agonist	DAX1 inh-2	GAA850 FXN act	PG9 Ab binder	ADAM10 inh	hcDAF-12 act
O=S(=O)(c1ccccc1)N1CCN(C(c2ccccc2)c2ccc(OC(F)(F)F)cc2)CC1 (configuration not stated)	3	0.0	0.9	-2	-2	-0.9	1.7	1.9	-1.4	-11	0.6
CCc1nc2ccccc2c(C(=O)OCC(=O)C(C)(C)C)c1C	-1	-1.1	-0.3	1	-4	-1.2	-0.9	2.3	-1.5	1	-0.1
Cc1c(C)n(Cc2ccccc2)c2ncnc(NCCN(C)C)c12	1	-0.3	-0.9	-1	2	-1.1	-1.3	0.7	-2.3	6	-3.0
COc1ccc(OC)c(C2C(C(=O)c3ccc(C)o3)=C(O)C(=O)N2c2cc(C)on2)c1 (configuration not stated)	-9	-0.4	-0.7	-5	-1	-1.1	-2.0	0.3	1.9	-6	-2.6
Cc1cc(C)c2[nH]c(=O)c(CN(CC3CCCO3)C(=O)C3CCCO3)cc2c1 (configuration not stated)	-3	-0.3	-1.1	-22	2	-1.2	0.0	1.9	-0.1	-90	2.8
COc1ccc(NC(=O)N(C)C[C@H]2Oc3ccc(NS(=O)(=O)c4ccc(F)cc4)cc3C(=O)N([C@H](C)CO)C[C@@H]2C)cc1	-1	0.0	0.6	-5	1	-0.6	0.4	0.9	-0.1	-7	-1.5
N#Cc1ccc(C(=O)N2CCN(C(=O)C3CCCO3)CC2)cc1 (configuration not stated)	2	1.9	1.1	0	3	-0.3	0.9	1.2	-0.6	-13	-1.4
Cc1ccsc1CN(C)CC(=O)NCC(=O)Nc1ccc(F)c(F)c1F	3	-0.5	-0.7	-1	-3	-1.6	0.5	-0.9	-1.5	-14	-1.9
CCn1c(=NC(=O)c2cccc(N3C(=O)CCC3=O)c2)sc2c(C)ccc(OC)c21	2	-0.1	-1.2	-9	-1	-0.8	1.5	5.0	0.7	-12	-0.1
N#CCSc1nnc(Cc2cccc3ccccc23)n1C1CCCCC1	-19	0.5	-2.2	3	-1	-1.4	-0.7	0.7	1.4	-1	0.0
COc1ccc(CCNC(=O)CN2C(=O)NC(Cc3c[nH]c4ccccc34)C2=O)cc1 (configuration not stated)	4	-0.2	3.3	0	0	-0.9	1.5	0.6	-1.1	-1	-0.8
Cc1nn(-c2ccccc2)c(C)c1/C=N/NC(=O)c1cc(C23CC4CC(CC(C4)C2)C3)[nH]n1	-6	-0.4	0.8	0	0	-0.8	-0.3	5.1	-2.7	3	-0.8
CN(C(=O)COC(=O)CSc1ccc([N+](=O)[O-])cc1)c1ccccc1	3	0.0	-1.7	1	-2	-0.3	0.1	1.4	1.1	2	-1.0
CCc1nc(CNC(=O)C2CCC(=O)N(CCc3cccc(F)c3)C2)no1 (configuration not stated)	-1	0.0	-0.1	-2	5	-1.2	0.0	2.6	-0.8	-6	-1.1
Cc1ccc(C)c(OCCCCCn2ccnc2)c1	8	0.7	0.8	-3	-2	-1.1	0.3	2.5	2.8	5	-1.9
O=C(O)C1C2OC(C(Br)C2Br)C1C(=O)O (configuration not stated)	-2	0.2	-1.0	-3	-2	-0.9	0.0	0.5	0.5	-13	-1.6
Cc1cc(C)c(C(=O)N2CCCC(CNS(=O)(=O)c3cccs3)C2)o1 (configuration not stated)	1	0.0	1.6	-2	-4	-0.9	-0.8	0.5	-3.2	-12	-0.7
COc1ccc(OCC(=O)N2CCN(c3nnc(-c4ccccc4)c4ccccc34)CC2)cc1	-6	-1.0	3.4	-3	-3	-0.6	-2.9	0.9	-0.4	-3	-1.8
Cc1cc(C)c(NC2=NS(=O)(=O)c3ccccc32)c(C)c1	-9	-0.2	-1.9	-1	-1	-1.2	0.8	-1.8	1.8	6	-0.4
C[C@H]1[C@@H](OC(=O)N2CCN(c3ccccc3)CC2)CC[C@@]23CCCN2C(=O)CCC[C@@H]13	-2	x	-2.0	-3	x	-1.7	x	x	x	-2	0.2
COc1ccc(S(=O)(=O)N(CC(=O)N2CCN(C)CC2)C2CCCCC2)cc1OC	-4	-0.2	0.7	-2	-2	-1.4	-0.5	-0.4	2.5	-2	-2.0
COC(=O)Cc1ccc(NC(=O)c2ccc3c(c2)C(=O)N(CC2CCCO2)C3=O)cc1 (configuration not stated)	-2	-1.9	1.1	-2	0	-1.1	0.8	-0.9	0.2	5	0.2
CC(C)C(Cl)=NOC(=O)Nc1ccc(F)cc1	2	-1.2	1.7	-2	43*	-1.0	0.4	5.1	-1.8	0	-0.7
Nc1ccc(C(=O)OCCc2ccccc2)cc1	1	1.0	13*	2	5	0.0	5.1*	6.0	0.6	3	1.9

The final 4 compounds of the section before lead into the next.
SMILES	GC-A act	DAX1 inh-1	hgDAF12 agonist	ADAM17 inh	SMARCA2 activ	ssDAF12 agonist	DAX1 inh-2	GAA850 FXN act	PG9 Ab binder	ADAM10 inh	hcDAF-12 act
COc1ccc(S(=O)(=O)N(CC(=O)N2CCN(C)CC2)C2CCCCC2)cc1OC	-4	-0.2	0.7	-2	-2	-1.4	-0.5	-0.4	2.5	-2	-2.0
COC(=O)Cc1ccc(NC(=O)c2ccc3c(c2)C(=O)N(CC2CCCO2)C3=O)cc1 (configuration not stated)	-2	-1.9	1.1	-2	0	-1.1	0.8	-0.9	0.2	5	0.2
CC(C)C(Cl)=NOC(=O)Nc1ccc(F)cc1	2	-1.2	1.7	-2	43*	-1.0	0.4	5.1	-1.8	0	-0.7
Nc1ccc(C(=O)OCCc2ccccc2)cc1	1	1.0	13*	2	5	0.0	5.1*	6.0	0.6	3	1.9
NC(=O)CSc1nccn1Cc1ccc(Cl)cc1	1	-0.2	1.8	-5	-3	-1.8	-0.2	1.1	0.5	-5	-1.1
Cn1c(N)c(C(=O)CSc2nc(N)cc(=O)[nH]2)c(=O)n(C)c1=O	13	0.5	-0.2	0	-2	-1.5	-1.3	0.7	0.4	-3	1.1
O=C(NCC(c1ccco1)N1CCCCC1)C(c1ccccc1)c1ccccc1 (configuration not stated)	-11	-0.7	-1.0	-3	-3	-2.1	-0.3	-6.7	-0.1	1	-2.0
CN(C(=O)c1cnc(N2CCN(c3ncccn3)CC2)c2ccccc12)c1ccc(Cl)cc1	-7	-0.8	-2.8	-3	-1	-1.1	-1.2	-0.6	-1.4	2	-0.6
COc1ccccc1C(=O)NCCC(=O)Nc1ccc(S(=O)(=O)Nc2ncccn2)cc1	-1	-0.4	1.1	-2	4	-1.9	1.1	-0.7	-1.3	-14	2.0
COc1ccc(/C=C(/C(=O)c2ccc(Cl)cc2Cl)n2cncn2)cc1	-7	-0.7	-0.8	-1	-2	-0.8	-2.5	2.9	-0.3	-4	-2.0
O=C(Nc1ccccc1OC(F)F)c1cccc(S(=O)(=O)N2CCCC2)c1	1	-0.2	-2.2	-3	-1	-1.4	2.3	2.1	-2.5	-1	-0.2
COc1ccc(S(=O)(=O)NC(C(=O)NCCc2ccccn2)C(C)C)cc1 (configuration not stated)	-1	0.1	0.2	-2	-1	-1.3	-0.7	-1.3	-0.7	-7	-2.0
CCOC(=O)COc1coc(CN2CCN(c3cccc(Cl)c3)CC2)cc1=O	1	1.6	1.6	-6	-2	-0.4	-1.0	1.9	-2.9	9	-0.6
COC(=O)[C@]12C[C@H](CC(=O)NCC34CC5CC(CC(C5)C3)C4)C(=O)N(CCc3ccc(OC)c(OC)c3)C1=C[C@H](COCc1ccccc1)O[C@@H]2C	1	-1.1	1.1	2	-3	-1.4	x	x	x	8	-3.6
COC(=O)c1cc(NS(=O)(=O)c2ccc(NCc3cccnc3)c([N+](=O)[O-])c2)cc(C(=O)OC)c1	-5	1.6	0.5	4	-3	-1.6	0.0	0.7	-2.9	4	-1.6
COc1ccccc1CNC(=O)c1ccc(OCC2CCCO2)cc1 (configuration not stated)	2	-0.2	-2.1	2	5	-1.2	0.2	2.0	-0.6	8	0.0

A second format for some results above.
Sequence of screens – GC-A act	DAX1 inh-1	hgDAF12 agonist	ADAM17 inh	SMARCA2 activ	ssDAF12 agonist	DAX1 inh-2	GAA850 FXN act	PG9 Ab binder	ADAM10 inh	hcDAF-12 act
O=S(=O)(c1ccccc1)N1CCN(C(c2ccccc2)c2ccc(OC(F)(F)F)cc2)CC1 (configuration not stated)
  3	0.0	0.9	-2	-2	-0.9	1.7	1.9	-1.4	-11	0.6
CN(C(=O)COC(=O)CSc1ccc([N+](=O)[O-])cc1)c1ccccc1
  3	0.0	-1.7	1	-2	-0.3	0.1	1.4	1.1	2	-1.0

(more compounds)
SMILES	GC-A act	DAX1 inh-1	hgDAF12 agonist	ADAM17 inh	SMARCA2 activ	ssDAF12 agonist	DAX1 inh-2	GAA850 FXN act	PG9 Ab binder	ADAM10 inh	hcDAF-12 act
O=S(=O)(c1ccc(F)c(F)c1)N1CCN(c2ncccn2)CC1	-2	0.1	0.2	-2	2	-0.9	1.8	-1.1	-2.2	4	0.0
CC1=CC2(C)NC(=O)C(C)C12 (configuration not stated)	2	0.6	3.7	-2	-5	-0.8	1.0	-0.9	0.8	-5	0.1
CCCCNCc1cc2ccccc2o1	-1	0.6	-4.7	-3	2	-1.1	4.5*	0.5	-1.3	6	0.8
CC(C)(C)c1ccc(C(=O)NCC(=O)OCN2C(=O)c3ccccc3C2=O)cc1	5	-0.5	-1.3	-4	0	-0.6	0.7	-2.7	0.1	-3	1.0
S=C(NCc1ccccc1)N1CCN(Cc2ccc3c(c2)OCO3)CC1	-1	-0.2	1.0	-1	2	-1.3	-0.6	0.7	0.1	1	-2.1
O=C(Nc1ccc(F)cc1)N(CCCN1CCOCC1)Cc1cc2cc3c(cc2[nH]c1=O)OCO3	0	1.2	0.2	-65	-1	-0.8	0.0	-0.2	2.4	-179	-1.2
CC(=O)c1cc2c(cc1NC(=O)c1ccc(-n3nc(C)cc3C)cc1)OCO2	-4	-0.2	4.6	-7	-4	-0.1	0.6	0.3	-0.4	-6	-0.1
CCOC(=O)C(C)On1c(-n2nc(C)cc2C)nc2ccccc2c1=O (configuration not stated)	0	0.1	1.9	0	-2	-1.0	1.0	0.3	-2.7	4	3.2
O=C(CN1C(=O)/C(=C2\SC(=S)N(C3CCS(=O)(=O)C3)C2=O)c2ccccc21)Nc1ccc(F)cc1 (configuration not stated)	-3	0.5	-0.7	4	-3	-1.5	x	1.3	-1.5	1	-0.6
CC(C)C(NC(=O)c1ccccc1)C(=O)OCn1nnc2ccccc2c1=O (configuration not stated)	-2	0.1	1.3	1	0	-0.4	0.6	-0.8	-1.0	3	-0.3
CCOC(=O)Cc1csc(NC(=O)CSc2ccc(Br)cc2)n1	2	-1.2	-0.5	4	-4	-2.1	0.2	1.7	-2.1	2	-1.8
COC(=O)c1ccc(CSc2nc3sc4c(c3c(=O)n2C)CCCC4)o1	5	0.1	1.7	-3	0	-1.7	0.9	-0.1	0.9	5	-1.1
COc1cc(C2/C(=C(\O)c3cc(C)ccc3C)C(=O)C(=O)N2CCN(C)C)ccc1O (configuration not stated)	4	0.2	0.6	1	-2	-0.6	1.2	0.8	-0.1	2	-0.8
Cc1ccc(SCCNC(=O)C(C)C)cc1	1	0.2	0.1	-1	-2	-1.5	-0.4	-0.6	-0.5	7	-1.2
Cc1cc(C)c(C)c(S(=O)(=O)N2CCC(C(=O)NCCCN3CCOCC3)CC2)c1C	1	-0.5	2.7	-3	-1	-0.8	-0.2	-1.4	0.4	-6	-1.8

Screening data deposited in PubChem by several laboratories.
